# Pf Dd2 inh: P. falciparum Dd2 growth inhibitors, primary screen, SYBR Green fluorescence, single dose replicates; actives 2.3% (n = 94,000); activity change, % at 10 µM; 72 h; stronger effect = lower value; in the data active means activity change below about -80%; inconclusive means no clear call, values can overlap the other calls
# GASC1 inh: inhibitors of GASC-1 (KDM4C) histone demethylase, primary screen, biochemical, single concentration HTS. actives 0.15% (n = 96,000). GST-KDM4C 2-372, H3K9me3 peptide, LANCE TR-FRET. Lysine-specific demethylase 4C (Homo sapiens), Q9H3R0. AID 720574, 2013. inhibition, % at 12.5 µM;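 active means mean replicate inhibition above about 25%, with at least 55% of replicates also reaching it, limit read from the data, passing the limit was not always enough; inconclusive means only one of those two conditions met; inactive means neither condition met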
# Target sequence (Q9H3R0 2-372 limits assumed): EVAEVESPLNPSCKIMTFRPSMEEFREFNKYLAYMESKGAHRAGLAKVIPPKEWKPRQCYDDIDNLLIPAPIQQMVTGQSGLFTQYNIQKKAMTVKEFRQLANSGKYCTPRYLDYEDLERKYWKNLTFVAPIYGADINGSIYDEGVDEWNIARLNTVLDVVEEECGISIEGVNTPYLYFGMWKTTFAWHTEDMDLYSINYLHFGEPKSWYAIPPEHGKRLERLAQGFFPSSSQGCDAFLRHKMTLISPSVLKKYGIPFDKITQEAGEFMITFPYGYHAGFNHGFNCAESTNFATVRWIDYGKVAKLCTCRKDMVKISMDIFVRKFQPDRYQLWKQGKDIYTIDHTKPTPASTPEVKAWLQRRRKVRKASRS
#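 Test system: N-terminal GST-fused human GASC-1 (KDM4C) fragment, residues 2-372; quantity: GASC-1 enzyme at 10 nM final in reaction; dosing: single dose; schedule: 30 min demethylation and 1 h detection at room temperature; signal: LANCE TR-FRET, excitation 340 nm, emissions 618 and 671 nm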
# T cruzi growth: T. cruzi intracellular proliferation inhibitors, primary screen, cell-based, beta-gal Tulahuen parasites, NIH3T3 host, luminescence | T. cruzi beta-gal in NIH3T3, GalScreen luminescence, 90 h | inhibition, % at 8.34 µM | actives 5.9% (n = 77,000) | AID 624255, 2012;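 active means mean inhibition above about 93%, with at least 55% of replicates each passing it, limit read from the data, passing the limit was not always enough; inconclusive means only one of those two conditions holds; inactive means neither condition holds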
# C diff growth: C. difficile growth inhibitors, primary screen, HTS; Clostridium difficile clinical isolate growth, OD600, 24 h; stronger effect = lower value; growth activity, negative = inhibition, % at 16 µg/mL (by protocol); actives 0.25% (n = 86,000); AID 1259249, 2017;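 active means mean growth activity at or below -80% and every replicate also at or below -80%; inconclusive means mean at or below -80% but some replicate above -80%; inactive means mean growth activity above -80%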;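 further: 0% = DMSO wells and -100% = levofloxacin 16 µg/mL wells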
# The depositor's hits bear a star; u = inconclusive; x = no result given; & = joins results of further samples.
SMILES | Pf Dd2 inh | GASC1 inh | T cruzi growth | C diff growth
COCCNC(=O)C[C@H]1CC[C@H]2[C@@H](COc3ccc(NC(=O)C4CCOCC4)cc3C(=O)N2C)O1 | 6.4 | 0.5 | 11.4 | 0.4
C[C@H]1CCCCO[C@@H](CN(C)Cc2ccc(C(F)(F)F)cc2)[C@@H](C)CN([C@@H](C)CO)C(=O)c2cc(NC(=O)NC3CCCCC3)ccc2O1 | -24.6 | -2.0 | 72.4 | 4.3
c1cncc(-c2ccc(C3[C@@H]4CN(Cc5ccc6c(c5)OCO6)C[C@H]3N4)cc2)c1 (some centres undefined) | -37.4&-65.9 | 0.7&0.7 | x | -4.1&0.4
COc1ccc(NC(=O)N(C)C[C@@H]2OCCCC[C@H](C)Oc3ccc(NS(=O)(=O)c4cccs4)cc3C(=O)N([C@@H](C)CO)C[C@@H]2C)cc1 | -40.8 | -2.1 | 43.5 | -8.7
COc1ccc(-c2cnc3c(c2)C(=O)N([C@H](C)CO)C[C@@H](C)[C@H](CN(C)C)O3)cc1 | 19.0 | -0.7 | -3.5 | 0.4
O=C(Cc1ccncc1)NCC[C@H]1CC[C@@H](NC(=O)C2CCOCC2)[C@@H](CO)O1 | 9.1 | 0.2 | -52.1 | 5.2
C[C@H]1CCCCO[C@H](CN(C)C(=O)C2CCCCC2)[C@@H](C)CN([C@@H](C)CO)C(=O)c2cc(NC(=O)Nc3ccc(F)cc3)ccc2O1 | -68.1 | -0.7 | 79.3 | -5.6
COc1ccc(C#Cc2ccc([C@H]3[C@@H](CO)N4C(=O)CN(C(=O)Nc5ccccc5F)C[C@H]34)cc2)cc1 | 7.8 | -1.0 | x | -10.6
Cc1ccc(-c2ccc(C3[C@H]4CNC[C@@H]3N4Cc3cccc(F)c3)cc2)cc1 (some centres undefined) | -2.5 | -0.2 | x | -2.6
Cc1noc(C)c1S(=O)(=O)N(C)C[C@@H]1Oc2ccc(NC(=O)Cc3ccccc3)cc2CC(=O)N([C@H](C)CO)C[C@H]1C | -0.8 | 0.8 | 38.9 | -0.6
O=C(NCC[C@H]1CC[C@@H](NC(=O)Nc2cc(F)ccc2F)[C@@H](CO)O1)Nc1ccc(Cl)cc1 | -34.6 | 0.0 | -11.5 | 10.4
COc1cccc(-c2ccc([C@H]3[C@@H](CO)N4C(=O)CN(C(=O)CN5CCOCC5)C[C@@H]34)cc2)c1 | 14.1 | 0.9 | x | 2.3
O=C(NCC[C@@H]1CC[C@@H](NS(=O)(=O)c2ccc(F)cc2)[C@@H](CO)O1)Nc1ccc(F)cc1 | -6.0 | -0.1 | x | 7.6
CN1C(=O)c2cc(NC(=O)C3CCOCC3)ccc2OC[C@@H]2O[C@@H](CC(=O)NCC3CCCCC3)CC[C@@H]21 | x | -0.6 | -34.6 | -4.2
COCC(=O)Nc1ccc2c(c1)OC[C@H](C)N(Cc1ccccn1)C[C@@H](C)[C@@H](OC)CN(C)C2=O | -4.6 | 0.9 | 36.2 | x
CN1c2ccc(Br)cc2[C@@H]2[C@@H](CCN2C(=O)C2CCCC2)[C@H]1CO | -51.0 | 1.1 | x | 13.3
O=C(NCC(F)(F)F)[C@H]1[C@H](CO)[C@H]2Cn3c(cccc3=O)[C@@H]1N2C(=O)C1CCCC1 | 13.4 | 0.1 | 9.4 | -1.1
COc1ccc(S(=O)(=O)N(C)C[C@@H]2Oc3ccc(NC(=O)Cc4ccccc4)cc3C(=O)N([C@H](C)CO)C[C@H]2C)cc1 | -10.7 | 0.2 | x | 0.0
CC(=O)N[C@@H]1CC[C@H](CCNC(=O)C2CCCCC2)O[C@H]1CO | 0.3 | 1.8 | x | -5.0
C[C@H]1CN([C@@H](C)CO)C(=O)Cc2cc(NC(=O)c3ccncc3)ccc2O[C@H]1CN(C)Cc1ccc(C(F)(F)F)cc1 | -4.0 | -0.1 | 16.4 | 2.8

# Record cards (already shown).
# Profile of O=C(NCC[C@@H]1CC[C@@H](NS(=O)(=O)c2ccc(F)cc2)[C@@H](CO)O1)Nc1ccc(F)cc1 : Pf Dd2 inh: -6.0; GASC1 inh: -0.1; T cruzi growth: x; C diff growth: 7.6
# Profile of COCC(=O)Nc1ccc2c(c1)OC[C@H](C)N(Cc1ccccn1)C[C@@H](C)[C@@H](OC)CN(C)C2=O : Pf Dd2 inh: -4.6; GASC1 inh: 0.9; T cruzi growth: 36.2; C diff growth: x

# (continued)
SMILES | Pf Dd2 inh | GASC1 inh | T cruzi growth | C diff growth
C[C@@H]1CN([C@@H](C)CO)C(=O)c2cccc(NC(=O)C3CCOCC3)c2O[C@H]1CN(C)C(=O)Nc1ccc(F)cc1 | 23.4 | -1.9 | -7.4 | -2.5
CC(=O)Nc1ccc2c(c1)C(=O)N(C)[C@H]1CC[C@H](CC(=O)NCc3ccccc3)O[C@@H]1CO2 | -2.0 | -1.4 | -22.6 | 1.4
COc1ccc(NC(=O)Nc2ccc3c(c2)C(=O)N([C@H](C)CO)C[C@H](C)[C@@H](CN(C)Cc2ccncc2)OCCCC[C@@H](C)O3)cc1 | -53.5 | 2.2 | 88.0 | -1.7
CCC(=O)Nc1ccc2c(c1)OC[C@@H](C)N(Cc1ccccc1OC)C[C@H](C)[C@H](OC)CN(C)C2=O | -44.1 | 0.7 | 11.3 | x
C[C@H]1CN([C@@H](C)CO)C(=O)c2cc(Br)cnc2O[C@H]1CN(C)CC1CCOCC1 | 33.1 | -0.3 | -86.5 | -0.4
C[C@@H]1CN([C@@H](C)CO)C(=O)c2cc(NC(=O)NC3CCCCC3)ccc2O[C@@H](C)CCCCO[C@@H]1CN(C)S(=O)(=O)c1ccccc1 | -66.2 | 0.2 | -19.1 | -3.6
Cc1ccc(S(=O)(=O)NCC[C@H]2CC[C@@H](NC(=O)c3cccc(F)c3)[C@H](CO)O2)cc1 | 14.4 | 1.3 | 11.6 | x
Cc1ccc(S(=O)(=O)N(C)C[C@@H]2Oc3c(NC(=O)Nc4ccc(F)cc4)cccc3C(=O)N([C@@H](C)CO)C[C@H]2C)cc1 | -37.2 | -1.4 | 61.5 | -13.7
CC(=O)N1[C@H](CO)[C@H](c2ccc(C3=CCCCC3)cc2)[C@@H]1CNC(=O)CN(C)C | 1.1 | 1.3 | -16.0 | -0.6
COCC(=O)Nc1ccc2c(c1)[C@@H]1C[C@H](CC(=O)NCc3cccnc3)O[C@@H](CO)[C@@H]1O2 | 7.5 | -1.7 | -6.7 | x
C[C@H]1CN([C@@H](C)CO)C(=O)c2cc(NC(=O)CCCCCC(=O)Nc3ccccc3N)ccc2O[C@H]1CN(C)Cc1ccc(C(F)(F)F)cc1 | -25.4 | 1.3 | 90.1 | -0.3
COc1ccc(CNC(=O)C[C@H]2C[C@@H]3c4cc(NS(C)(=O)=O)ccc4O[C@@H]3[C@@H](CO)O2)cc1 | 15.0 | -2.1 | 31.7 | 0.2
Cc1cccc(S(=O)(=O)N2CCCCN3[C@H](CO)[C@@H](c4ccc(C#CC5CC5)cc4)[C@@H]3C2)c1 | 11.1 | -1.4 | 92.3 | 1.7
Cc1ccc(S(=O)(=O)N2C[C@@H](O)COC[C@@H]3O[C@@H](CC(=O)NCC4CCCCC4)CC[C@H]32)cc1 | -8.0 | -0.4 | -6.7 | x
CCCC#Cc1cnc2c(c1)C(=O)N([C@H](C)CO)C[C@@H](C)[C@H](CN(C)C(=O)c1ccc3c(c1)OCO3)O2 | -42.3 | -0.3 | 22.1 | x
C[C@H](CO)N1C[C@H](C)[C@H](CN(C)S(=O)(=O)c2cn(C)cn2)Oc2c(NS(=O)(=O)c3ccc(Cl)cc3)cccc2C1=O | -15.4 | 5.4 | -67.9 | -2.6
Cc1ccc(S(=O)(=O)N(C)C[C@@H]2Oc3ccc(NC(=O)Nc4ccccc4)cc3CC(=O)N([C@H](C)CO)C[C@@H]2C)cc1 | -41.5 | -0.8 | 10.9 | 4.2
CC(C)C#Cc1ccc([C@@H]2[C@@H](CO)N3CCCCN(C(=O)NC(C)C)C[C@H]23)cc1 | 18.7 | -0.2 | 91.6 | -12.9
O=C(NC1CCC1)[C@@H]1[C@@H](CO)[C@@H]2Cn3c(ccc(-c4ccc(F)cc4)c3=O)[C@@H]2N1Cc1ccccn1 | x | 9.2 | 32.9 | -2.8
CCCNC(=O)N1C[C@@H]2[C@H](c3ccccc31)[C@H](CO)N2CC1CCCCC1 | -51.2 | 2.6 | 33.1 | 15.1
O=C(C[C@H]1CC[C@@H]2[C@H](COC[C@H](O)CN2Cc2nccs2)O1)NCc1ccc(Oc2ccccc2)cc1 | 2.2 | -4.0 | x | 6.0&-4.8
C[C@H]1CCCCO[C@H](CN(C)S(=O)(=O)c2cn(C)cn2)[C@@H](C)CN([C@@H](C)CO)C(=O)c2cc(NC(=O)Cc3ccccc3)ccc2O1 | -64.3 | 0.0 | 10.1 | 1.7
C[C@H](O)C#Cc1ccc2c(c1)O[C@@H](CN(C)Cc1ccncc1)[C@@H](C)CN([C@@H](C)CO)S2(=O)=O | -17.6 | 0.4 | 66.2 | -2.0
COc1cccc(CN2C[C@@H]3N[C@H](C2)C3c2ccc(-c3ccc(C#N)cc3)cc2)c1 (some centres undefined) | u | -0.5&-1.7 | x | 68.0&48.2
COc1ccc(NC(=O)Nc2ccc3c(c2)C(=O)N([C@H](C)CO)C[C@H](C)[C@@H](CN(C)C(=O)C2CCCCC2)OCCCC[C@@H](C)O3)cc1 | -20.6 | 12.3 | 30.8 | -1.0
CO[C@@H]1CN(C)C(=O)c2ccc(NC(=O)C3CCCCC3)cc2OC[C@@H](C)N(C)C[C@@H]1C | -2.0 | -1.0 | -14.6 | -2.0
C[C@@H]1CN([C@@H](C)CO)C(=O)c2cc(NC(=O)Cc3ccccc3)ccc2O[C@H]1CN(C)CC1CCCCC1 | -7.4 | 1.2 | u | 2.6
C[C@H]1CN([C@@H](C)CO)S(=O)(=O)c2ccc(-c3ccccc3F)cc2O[C@H]1CN(C)Cc1ccncc1 | 13.8 | 4.4 | 106.6* | -5.3
C/C=C/c1ccc([C@H]2[C@@H](CO)N(C(C)=O)[C@H]2CNC(=O)c2ccccc2)cc1 | 11.5 | 1.9 | 72.8 | -3.3
O=C(C1CCC1)N1CC2(C1)[C@H](c1ccccc1)[C@@H](CO)N2CCC(F)(F)F | 25.8 | -1.6 | x | 0.6
C[C@H]1CN([C@@H](C)CO)C(=O)Cc2cc(NC(=O)CCC(F)(F)F)ccc2O[C@H]1CN(C)S(=O)(=O)c1ccccc1 | -24.9 | -0.2 | 27.7 | 1.7
C[C@H](CO)N1C[C@H](C)[C@@H](CN(C)C(=O)Nc2ccc(C(F)(F)F)cc2)Oc2ccc(NS(=O)(=O)c3ccccc3)cc2C1=O | -4.7 | -1.4 | x | -2.0
O=C(C[C@H]1C[C@@H]2c3cc(NC(=O)Nc4ccccc4)ccc3O[C@@H]2[C@H](CO)O1)NCC(F)(F)F | -16.8 | -0.2 | 6.4 | -2.8
COC(=O)c1ccc(CN2CC(=O)N3[C@H](CO)[C@@H](c4ccc(Br)cc4)[C@@H]3C2)cc1 | 4.2 | -0.9 | x | -3.8
CCCC#Cc1ccc2c(c1)O[C@@H](CN(C)C(=O)C1CCC1)[C@@H](C)CN([C@H](C)CO)S2(=O)=O | -31.1 | -1.9 | 104.4* | 4.6
COCC(=O)N1C[C@@H](C)[C@H](OC)CN(C)C(=O)c2ccc(NC(=O)Nc3ccccc3)cc2OC[C@H]1C | -33.1 | -0.6 | 27.6 | -3.0
CC(C)NC(=O)Nc1ccc2c(c1)C(=O)N([C@H](C)CO)C[C@@H](C)[C@@H](CN(C)C(=O)Nc1ccc(C(F)(F)F)cc1)OCCCC[C@@H](C)O2 | -73.0 | 15.5 | 105.2* | 44.9
C[C@@H]1CN([C@H](C)CO)C(=O)c2cc(NC(=O)Cc3ccccc3)ccc2O[C@H]1CN(C)S(=O)(=O)c1ccc(F)cc1 | -8.1 | 2.1 | 32.6 | -4.5
C[C@H]1CN([C@@H](C)CO)C(=O)c2cc(NS(=O)(=O)c3cccs3)ccc2O[C@H]1CN(C)C(=O)Nc1ccccc1 | 31.8 | 3.6 | 14.9 | -6.2
C[C@H]1CN([C@@H](C)CO)C(=O)c2cccc(NS(=O)(=O)c3ccc(F)cc3)c2O[C@H]1CN(C)C(=O)Nc1cccc2ccccc12 | -4.1 | 0.4 | 19.3 | 0.7
CO[C@@H]1CN(C)C(=O)c2ccc(NC(=O)c3cnccn3)cc2OC[C@@H](C)N(C)C[C@H]1C | 19.0 | -0.4 | -8.2 | 0.3

# Ordered by value in GASC1 inh (lowest first): three from the list above.
SMILES	GASC1 inh
CCCC#Cc1ccc2c(c1)O[C@@H](CN(C)C(=O)C1CCC1)[C@@H](C)CN([C@H](C)CO)S2(=O)=O	-1.9
C[C@H]1CCCCO[C@H](CN(C)S(=O)(=O)c2cn(C)cn2)[C@@H](C)CN([C@@H](C)CO)C(=O)c2cc(NC(=O)Cc3ccccc3)ccc2O1	0.0
C[C@H]1CN([C@@H](C)CO)C(=O)c2cc(NS(=O)(=O)c3cccs3)ccc2O[C@H]1CN(C)C(=O)Nc1ccccc1	3.6

# Screening results (PubChem BioAssay)
